# Bioassay records from PubChem BioAssay.
# Vif imaging: blocks HIV Vif function; HEK293T cells, Vif self-association by quenched fluorescence, imaging, 24 h; inhibition, % at 7.49 µM; hit rate 0.35% among 340,000; in the data active means inhibition above about 50%, passing the limit was not always enough; inconclusive means no clear call, values can overlap the other calls; inactive means below about 31%; further: some results filed as inactive read as strong as hits
# MITF TRPM1 inh: reduces MITF-dependent TRPM1 promoter luciferase signal. hit rate 0.83% among 330,000. SK-MEL-5 TRPM1 promoter luciferase, 24 h. inhibition, % at 12.5 µM;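 active means mean inhibition across replicates of 60% or more, whatever share of single replicates reaches that level; inconclusive means some that reach 60%, reason not given; inactive means mean inhibition across replicates below 60%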; further: values of inactives mirror those of a sister screen read the other way
# aDG glyco up: increases alpha dystroglycan glycosylation | Pro5-aDG cells, alpha-DG glycosylation AlphaScreen (IIH6); 0% Pro5, 100% B10-LARGE cell signal | activation, % at 10 µM | hit rate 0.22% among 360,000 | AID 624168;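 active means activation of at least 8% versus controls, or a plate z-score of at least 8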;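 further: Pro5 are CHO cells carrying HIG-tagged alpha-DG that lacks glycosylation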
# Peg3 prom inh: Peg3 promoter activity inhibition | AID 588405 | inhibition, % at 20 µM | HeLa PEG-Prom luciferase reporter, luminescence, overnight | hit rate 1.7% among 360,000;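 active means inhibition of at least 50% at 20 µM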
# PDI inh: inhibitors of human protein disulfide isomerase | PDI insulin aggregation turbidity, A650, 90 min | hit rate 0.052% among 350,000 | P07237 | inhibition, % at 10 µM;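 active means mean inhibition across replicates of 30% or more, whatever share of single replicates reach that level; inconclusive means mean inhibition below 30% while every single replicate reaches 30%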;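 further: absorbance from insulin aggregation driven by PDI reduction with DTT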
# Target sequence (P07237 whole entry, looked up): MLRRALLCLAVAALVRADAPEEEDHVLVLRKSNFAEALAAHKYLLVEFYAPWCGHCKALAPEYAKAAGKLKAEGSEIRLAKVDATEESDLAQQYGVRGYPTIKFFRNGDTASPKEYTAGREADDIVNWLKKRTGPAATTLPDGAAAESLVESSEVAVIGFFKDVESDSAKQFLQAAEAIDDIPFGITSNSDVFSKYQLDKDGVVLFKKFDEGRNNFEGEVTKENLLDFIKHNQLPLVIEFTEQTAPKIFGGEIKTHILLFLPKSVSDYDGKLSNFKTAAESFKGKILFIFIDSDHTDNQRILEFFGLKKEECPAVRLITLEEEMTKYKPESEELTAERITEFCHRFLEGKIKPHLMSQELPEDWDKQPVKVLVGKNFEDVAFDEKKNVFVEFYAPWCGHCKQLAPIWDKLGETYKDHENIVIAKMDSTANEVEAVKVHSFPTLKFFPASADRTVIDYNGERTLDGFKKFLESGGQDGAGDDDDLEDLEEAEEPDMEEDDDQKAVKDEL
# iPSC survival up: enhancers of human iPSC single-cell survival; hiPSC single-cell survival, ATPlite luminescence; 100% = ROCK inhibitor wells, 0% = DMSO; survival enhancement, % at 20 µM; hit rate 0.044% among 360,000; in the data active means survival enhancement above about 18%;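 further: cells exposed to compounds for 16 hours before the ATP read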
# HIF-2a inh: inhibitors of HIF-2a; hit rate 0.72% among 360,000; inhibition, % at 18.8 µM; 786-0 RCC cells HIF-2a reporter, luciferase luminescence, overnight;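 active means inhibition of the luminescence signal of 40% or more relative to plate controls, in a single-dose primary screen at 18.75 µM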
# NR2E3 ag-1: human photoreceptor-specific nuclear receptor agonism. AID 602229. CHO-S Gal4-NCOR/VP16-NR2E3 two-hybrid, luciferase. inhibition of corepressor binding, % at 3.98 µM. hit rate 0.35% among 360,000. Q9Y5X4;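 active means inhibition above the mean of all tested compounds plus 3 SD, cut at about 70% in these data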;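 further: 0% = DMSO with NR2E3 transfected cells and 100% = cells lacking NR2E3 construct; higher means lower luciferase signal from less NR2E3 corepressor binding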
# Target sequence (Q9Y5X4 whole entry, looked up, the tested form may be a part): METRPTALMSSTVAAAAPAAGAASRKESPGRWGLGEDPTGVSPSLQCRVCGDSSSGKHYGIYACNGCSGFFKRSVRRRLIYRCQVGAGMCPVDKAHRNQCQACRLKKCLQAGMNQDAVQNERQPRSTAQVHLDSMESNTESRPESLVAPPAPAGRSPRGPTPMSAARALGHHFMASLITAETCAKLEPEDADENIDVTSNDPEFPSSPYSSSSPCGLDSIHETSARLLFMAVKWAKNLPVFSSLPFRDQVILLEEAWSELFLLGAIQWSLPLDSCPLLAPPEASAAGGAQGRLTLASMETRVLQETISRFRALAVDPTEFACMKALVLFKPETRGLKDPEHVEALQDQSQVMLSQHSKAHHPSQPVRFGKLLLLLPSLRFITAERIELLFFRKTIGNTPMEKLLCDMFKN
# NR2E3 ag-2: agonists of human nuclear receptor NR2E3 | Q9Y5X4 | GST-NR2E3/biotin-RetCOR TR-FRET, 1536-well | inhibition of corepressor binding, % at 4.78 µM | hit rate 0.12% among 320,000 | AID 2300;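 active means percent inhibition above the cutoff of mean plus 3 SD of all tested compounds, set per screening campaign, cut at about 20% in these data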;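 further: 0% = DMSO wells and 100% = biotin wells as full block of FRET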
#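 System: GST-tagged NR2E3 plus biotinylated RetCOR corepressor; Buffer or medium: pH 7.5 Tris-based buffer; Probe or stimulus: RetCOR corepressor, biotinylated, 7 nM; Doses: compound at 4.8 µM, single dose; Schedule: 5 h incubation at 4 °C; Technique: time-resolved FRET; Evaluation: percent inhibition of TR-FRET ratio; Replication: one well per compound, singlicate testing.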
# CaV13 FRET inh: Primary screen for inhibitors of IQ motif and Ca2+-dependent inactivation inhibitor domain binding in CACNA1D, Förster resonance energy transfer in living cells, …; inhibition, % at 12.3 µM; HEK cells, CFP/YFP FRET ICDI-IQ, plate reader, 10 min; percent FRET-ratio fall versus neutral wells; hit rate 0.098% among 340,000;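 active means mean replicate inhibition of at least 30% and at least 1% of replicates passing that level; inconclusive means only one of the two criteria is met; inactive means neither criterion is met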;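 further: 0% = median of the neutral control wells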
# Granule exo inh: lytic granule exocytosis inhibition | TALL-104 LAMP-1 surface exposure, flow cytometry; cells stimulated with thapsigargin and PMA | inhibition, % at 10 µM | hit rate 0.66% among 360,000 | AID 651702;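 active means inhibition above about 55%, limit read from the data; inconclusive means no clear call, values can overlap the other calls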
# An asterisk follows results filed as active; ? = inconclusive; · = not tested or not shown; & = joins results of further samples; ! = a repeat was not active. Not a hit list. Share with any hit: about 3.5%.
# The line under a structure holds: Vif imaging	MITF TRPM1 inh	aDG glyco up	Peg3 prom inh	PDI inh	iPSC survival up	HIF-2a inh	NR2E3 ag-1	NR2E3 ag-2	CaV13 FRET inh	Granule exo inh
- CCOc1cc(S(=O)(=O)N2CCN(Cc3ccccc3)CC2)ccc1Br
 : -17	-4	0.0	25	-4	-0.6	14	17	3	-3	1
- c1cnc(Oc2ccc(-c3nnco3)cc2)cn1
 : 14	12	-0.3	11	0	4.5	10	12	3	-4	2
- O=[N+]([O-])c1cc(S(=O)(=O)N2CCCCC2)ccc1NCc1cccc(Cl)c1
 : 6	-4	-0.3	15	-6	1.3	22	6	-2	-5	14
- O=C(NC(Cc1ccccc1)C(=O)NC(Cc1ccccc1)C(=O)O)c1ccccc1 (stereo not given)
 : 27	-6	0.5	13	7	3.5	9	11	2	-4	-3
- CN1CCN(S(=O)(=O)c2cccc(S(=O)(=O)c3ccc(Cl)c(Cl)c3)c2)CC1
 : -3	1	-0.1	13	-4	-2.5	11	-7	0	1	-1
- O=C(Nc1ccccc1)/C(=C/c1ccccc1)c1ccccc1
 : 14	-1	-0.1	-16	-1	-4.4	-60	-14	-2	-7	3
- CCN1CCOC(CC(=O)Nc2cccc([N+](=O)[O-])c2)C1=O (stereo not given)
 : -1	·	-0.1	10	-1	-0.5	19	-12	-2	-5	1
- CCCN1CCN(CCNC(=O)Nc2cc(C)ccc2C)CC1
 : 8	2	0.0	10	10	0.7	13	-31	3	-20	8
- O[C@@H]([C@H](O)[C@H](O)CBr)[C@H](O)CBr
 : -16	6	0.1	1	-1	7.4	8	-46	1	-5	2
- CCCc1c(C(=O)N/N=C(\C)CCc2ccccc2)nnn1-c1nonc1N
 : -3	5	0.0	-15	7	0.1	2	10	3	-7	0
- C[C@@H]1CN([C@H](C)CO)C(=O)c2cc(NC(=O)Nc3cccc4ccccc34)ccc2O[C@H]1CN(C)Cc1ccc(C(F)(F)F)cc1
 : ?	1	0.1	16	2	1.5	-3	-6	·	-7	-6
- Cc1ccc(N2CC(C(N)=O)CC2=O)cc1 (stereo not given)
 : -1	-5	-0.2	-15	3	-0.9	3	-19	-1	-4	-2
- COc1ccccc1C1(CC(=O)N2CCCCC2)CCOC(C(C)C)C1 (stereo not given)
 : -4&1	10	0.2	21	-3	-1.4	13	-24	2	-4	-1
- CCOc1ccc(N2C(=O)Nc3ccccc3C2(O)C(=O)NCc2ccccc2)cc1 (stereo not given)
 : 2	-2	0.1	-4	-3	0.8	11	26	0	-7	-2
- COc1ccc(C(CC(=O)O)NS(=O)(=O)c2ccc(C)cc2)cc1OC (stereo not given)
 : 0	-4	-0.3	4	11	4.0	7	10	3	0	2
- CN(C(=O)c1cc(S(=O)(=O)N2CCOCC2)cs1)c1ccccc1
 : 15	6	-0.1	11	0	0.1	5	-21	0	-3	11
- COc1ccccc1N(CC(=O)NCC1CCCO1)C(=O)CCC(=O)Nc1cc(C)on1 (stereo not given)
 : 4	-14	0.0	11	-11	-0.4	19	-23	2	-3	-9
- CC1(C)C(c2ccccc2)=NC(c2ccc(Br)cc2)N1O (stereo not given)
 : -2	17	-0.1	-13	4	-3.8	-3	-5	2	11	0
- CCC(C)Sc1cccc(-c2nc3ccc(C)cn3c2NC2CCCCC2)c1 (stereo not given)
 : -4	6	2.1&0.5	9	-1	1.4&0.4	-65&-9	12&-13	6	-7&-13	-3&22
- CCOC(=O)Cc1csc(NC(=O)CSc2nc3cccnc3n2CC)n1
 : ·	4	0.3	5	13	-1.0	16	-11	-2	-5	2

# The listing continues.
# The line under a structure holds: Vif imaging	MITF TRPM1 inh	aDG glyco up	Peg3 prom inh	PDI inh	iPSC survival up	HIF-2a inh	NR2E3 ag-1	NR2E3 ag-2	CaV13 FRET inh	Granule exo inh
- O=C(O)CCCNC(=O)c1cncc(O)c1
 : 8	-4	0.0	7	-4	-2.5	6	18	1	-4	-5
- COC(=O)c1ccc(OCC(=O)Nc2nn(-c3ccccc3)nc2C(N)=O)cc1
 : -2	-13	-0.2	-31	-2	0.8	-10	-15	6	-5	-2
- CC1(C(=O)NS(C)(=O)=O)CCN1C(=O)C/C=C/c1ccccc1 (stereo not given)
 : 0	·	0.4	5	4	1.8	7	-19	·	-4	-3
- Cn1c(SCC(=O)Nc2nccs2)nnc1-c1cccnc1
 : 1	0	-0.3	-20	5	0.2	7	21	2	-6	-3
- CC(=O)Nc1cccc(NS(=O)(=O)Cc2ccc(Cl)cc2)c1
 : -2	12	-0.1	11	-10	-0.5	6	0	2	-9	-5
- S=C(c1ccc(N2CCOCC2)cc1)N1CCOCC1
 : 2	0	0.2	8	15	1.2	-5	-4	6	-5	-2
- Cc1ccccc1C(=O)N(C)Cc1ccccc1
 : ·	-3	-0.2	19	-4	0.1	-2	-31	0	-4	-2
- COc1cc(C(=O)N/N=C(\C)Cc2ccccc2)cc(OC)c1OC
 : -1	10	0.1	10	4	-0.6	10	13	-4	2	0
- O=S(=O)(Nc1ccccn1)c1ccc(Oc2ccccc2)cc1
 : 10	2	0.0	9	-1	-1.3	16	4	-2	-5	-1
- CCN(CC)Cc1cc(C(C)=O)ccc1O
 : -3	6	0.0	9	-1	-0.8	20	-10	-2	·	7
- O=C1OCCC1Sc1nnc(-c2ccccc2)o1 (stereo not given)
 : 17	10	-0.1	-5	-4	3.7	18	-7	3	0	0
- COc1cc(/C=N/N=C2/SCC(=O)N2c2ccc(O)cc2)ccc1O
 : -4	3	-0.3	8	4	-1.2	22	0	3	-7	0
- CCCNC(=O)NC(=O)c1cnccc1C(F)(F)F
 : -3	4	0.1	-8	17	0.0	13	-4	-4	-5	-5
- CC(=O)N1c2ccc(S(=O)(=O)NCCc3ccc(S(N)(=O)=O)cc3)cc2CC1C (stereo not given)
 : 0	0	-0.2	-6	-6	1.1	10	-7	0	-2	0
- CC(C)C(NS(=O)(=O)c1ccccc1)C(=O)N1CCCCCC1 (stereo not given)
 : 10	3	-0.1	-1	0	-0.2	17	-23	-1	-1	1
- COc1ccc(NC(=O)CSc2nnc(Cc3ccc(C)cc3)c(=O)n2N)cc1
 : -5	-1	0.2	-19	16	-0.6	-11	-9	-4	-2	2
- CCOC(=O)C1CCCN(Cc2nc(CC3CC3)no2)C1 (stereo not given)
 : -2	5	-0.1	-4	1	-0.3	-11	-8	2	-4	2
- CCOC(=O)c1oc2ccccc2c1COC(=O)CNC(=O)c1ccccc1F
 : -7	·	0.0	-16	0	0.0	-1	-31	·	-13	5
- COc1cccc(CN2CCCC(C(=O)Nc3ccc(-c4cscn4)cc3)C2)c1 (stereo not given)
 : -5	7	0.0	15	5	0.2	12	-21	·	-7	-3
- O=C(c1cc(-c2ccco2)nc2ccccc12)N(Cc1nnc(-c2ccc(Cl)cc2)o1)C1CC1
 : -11	3	-0.4	9	-8	0.6	-24	6	-1	-2	-2

# (continued)
# The line under a structure holds: Vif imaging	MITF TRPM1 inh	aDG glyco up	Peg3 prom inh	PDI inh	iPSC survival up	HIF-2a inh	NR2E3 ag-1	NR2E3 ag-2	CaV13 FRET inh	Granule exo inh
- COc1ccc(Cl)cc1-c1cc(C(=O)NCc2cc(C(F)(F)F)cc(C(F)(F)F)c2)[nH]n1
 : 2	·	0.4	-15	4	2.6	-14	-19	·	-9	1
- CCCN(CCC)C(=O)Cc1coc2ccc3ccccc3c12
 : 8	4	0.0	15	0	5.3	17	12	-4	-3	2
- c1cncc(C(c2nnnn2C2CCCC2)N2CCCC2)c1 (stereo not given)
 : 20	4	-0.2	14	4	0.7	0	-15	-1	-5	0
- O=C(Nc1cc(C(F)(F)F)ccc1N1CCOCC1)c1ccc(F)cc1
 : 6	1	-0.4	13	8	-1.7	11	-3	3	·	-5
- COc1ccc(NC2=CC(=O)N(C)C2=O)cc1
 : 4	-31	0.0	-103	1	-1.3	-161	18	0	-5	11
- COc1ccc(Cc2nnc(-c3ccccc3)o2)cc1
 : -1	-57	0.1	-110	13	0.0	-212	-53	2	-17	-2
- Cc1ccc(NC(=O)CCN2CCN(C/C=C/c3ccccc3)CC2)cc1C
 : ·	-3	0.3	3	4	-2.0	-20	-10	5	-4	0
- COC(=O)c1c(NC(=S)NN2CCN(C)CC2)sc2c1CCC(C)C2 (stereo not given)
 : -4	51	-0.9	107*	-4	-3.8	-10	26	0	-5	64*
- COc1cccc(C(NC(C)=O)c2nc(-c3ccc(F)cc3OC)cs2)c1 (stereo not given)
 : -5	·	-0.1	7	-13	1.6	-13	1	·	-11	-10
- CCN1CCN(Cc2ccc(NC(=O)c3cc(NC(=O)N4CCNC4=O)cc(OC)c3)cc2C(F)(F)F)CC1
 : -20&-5	-4	-0.2&-0.8	97*!	4&-10	-2.7&-1.2	-37&-3	-10&1	1	-4&-5	6&6
- CC1(C(=O)Nc2ccc(Cl)c(Cl)c2)CCN1C(=O)Cc1ccc(-c2ccccc2)cc1 (stereo not given)
 : -31	·	2.8	19	-6	-2.0	10	68	·	·	1
- COc1ccccc1C/C(N)=N/OC(=O)COc1cccc(C)c1
 : 1	3	-0.2	-7	-2	0.3	1	6	-1	-4	3
- COc1ccccc1NS(=O)(=O)c1cc(C(=O)NCc2cccnc2)ccc1C
 : 2	9	0.0	18	1	-0.5	6	4	4	-5	5
- COc1cccc(NC(=O)COc2ncnc3sc(C)c(C)c23)c1
 : 0	0	0.1	8	-4	-2.7	7	2	-2	·	1
- O=C(Nc1cc(C(F)(F)F)ccc1-n1cncn1)c1ccc(Br)cc1
 : -7	-3	-0.2	-84	3	0.3	12	12	0	-5	-1
- COc1cc(C(=O)NCc2ccc(OCCN(C)C)cc2)cc(OC)c1OC
 : 0	6	0.1	-21	-8	3.6	-20	-3	0	-5	-2
- COCCCNC(=S)NC1CC2CCC(C1)N2Cc1ccccc1 (stereo not given)
 : 10	-10	1.8	0	-10	3.2	9	8	4	-2	-2
- Cc1noc(C)c1COc1cccc(C(=O)NCCc2c[nH]c3ccccc23)c1
 : -13	20	0.0	20	6	3.9	-4	-56	-1	-5	-3
- C(#CCN1CCCC1)CC(c1ccccc1)c1ccccc1
 : -2	-6	1.4	10	-1	-1.7	14	-2	-7	-2	-3
- COc1ccc(C2C(C(=O)c3sc(C)nc3C)=C(O)C(=O)N2CCCn2ccnc2)cc1 (stereo not given)
 : -3	-7	-0.1	-117	3	0.6	-115	-22	-1	5	-1
- O=C(Nc1cccc(S(=O)(=O)N2CCCC2)c1)c1ccncc1
 : -5	7	-0.1	7	-4	0.3	0	-14	-1	-5	6
- COc1cccc(S(=O)(=O)NCc2ccc(C(=O)N3CCN(Cc4ccccc4)CC3)cc2)c1
 : 2	12	0.7	25	-8	-0.4	19	8	-2	·	2
